LEDGF integ inh: blocks HIV-1 LEDGF/p75-dependent DNA integration; actives 0.64% (n = 370,000); inhibition, % at 3.7 µM; TR-FRET IN-LEDGF/p75 DNA integration, Eu/Cy5;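 active = inhibition above the screen-wide mean plus 3 SD, cut at about 13% in these data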;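 also: signal is the Cy5 over europium emission ratio at 671 and 618 nm; 0% = plate median of compound wells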
PRMT1 inh: inhibitors of human PRMT1. inhibition, % at 2.79 µM. actives 1.3% (n = 370,000). recombinant PRMT1, activity-based probe fluorescence polarization. Q99873;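 active = inhibition above about 21% made by adding two undisclosed values, limit read from the data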
Target sequence (Q99873 whole entry, looked up): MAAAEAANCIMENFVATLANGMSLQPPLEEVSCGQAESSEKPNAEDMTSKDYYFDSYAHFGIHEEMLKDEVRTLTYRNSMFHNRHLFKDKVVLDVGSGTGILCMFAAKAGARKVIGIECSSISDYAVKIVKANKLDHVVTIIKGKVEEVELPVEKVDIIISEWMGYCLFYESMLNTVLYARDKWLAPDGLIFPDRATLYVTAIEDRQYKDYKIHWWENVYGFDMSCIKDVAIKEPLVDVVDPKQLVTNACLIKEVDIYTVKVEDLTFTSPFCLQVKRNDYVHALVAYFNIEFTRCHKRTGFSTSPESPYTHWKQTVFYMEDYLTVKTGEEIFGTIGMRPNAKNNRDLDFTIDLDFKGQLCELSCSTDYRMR
ABHD4 inh: ABHD4 (mouse) inhibition, primary FP screen. inhibition, % at 8.92 µM. actives 0.54% (n = 370,000). purified mABHD4, FP-Rh probe fluorescence polarization. Q8VD66;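 active = inhibition exceeding the mean over every tested compound plus 3 SD, cut at about 30% in these data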;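 also: 0% = plate median of compound wells and 100% = S159A mutant with DMSO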
Target sequence (Q8VD66 whole entry, looked up): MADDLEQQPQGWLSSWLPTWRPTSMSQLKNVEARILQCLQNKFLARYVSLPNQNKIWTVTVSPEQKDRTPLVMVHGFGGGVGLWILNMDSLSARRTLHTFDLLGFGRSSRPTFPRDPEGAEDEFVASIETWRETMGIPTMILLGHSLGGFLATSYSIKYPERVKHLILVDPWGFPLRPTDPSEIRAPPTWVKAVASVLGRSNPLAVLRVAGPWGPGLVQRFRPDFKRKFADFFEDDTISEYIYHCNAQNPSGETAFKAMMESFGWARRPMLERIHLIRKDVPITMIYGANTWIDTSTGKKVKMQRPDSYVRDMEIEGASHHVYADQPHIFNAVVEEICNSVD
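System: mouse ABHD4 enzyme, wild type / Medium: HEPES pH 7.0, NaCl, Pluronic buffer / Reagent: FP-Rh activity-based fluorescent probe / Control set: S159A mutant high control, sample median low control / Detection: fluorescence polarization with parallel and perpendicular emission, 525/598 nm / Schedule: 45 min + 60 min at 25 °C / Compound dosing: 8.92 µM, single dose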
PG9 Ab binder: small molecules binding HIV-1 gp120 antibody PG9; TR-FRET gp120-PG9 antibody binding; inhibition, % at 6.7 µM; actives 0.43% (n = 360,000); in the data active = inhibition above about 8.5%
UHRF1 MBD2 ctr: UHRF1 methyl-DNA binding inhibition. inhibition, % at 4.4 µM. Q96T88. UHRF1 binding to methylated oligo, TR-FRET. actives 0.75% (n = 370,000); in the data active = inhibition above about 21%;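 also: UHRF1 SRA domain binding a hemimethylated CpG hairpin DNA probe; 0% = median of test compound wells and 100% = reference inhibitor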
SIAE primary: inhibitors of human sialic acid acetylesterase SIAE; Q9HAT2; SIAE FP-Rh probe binding, fluorescence polarization; inhibition, % at 9.66 µM; actives 0.69% (n = 370,000); AID 1053197;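 active = inhibition above a cutoff: mean of compounds within the control limits plus 3 SD of those, cut at about 17% in these data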;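 also: 0% = plate median of compound wells and 100% = probe without SIAE protein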
TCR-CD3 inh: blocks the human TCR-CD3 interaction | inhibition, % at 9.4 µM | AID 651800 | TAMRA-labeled TCR probe fluorescence, biochemical | actives 0.37% (n = 360,000); in the data active = inhibition above about 19%;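 also: recombinant mutant TCR 2C K166C tagged with TAMRA read by polarization; 0% = receptor in buffer alone and 100% = receptor with positive control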
DDE Tn7 FP inh: inhibitors of Tn7 peptide binding to human fibrin DD(E) | P02675 | FP displacement of FITC-Tn7 peptide from fibrin DD(E); 0% = median of compound wells per plate | inhibition, % at 8.3 µM | actives 0.13% (n = 370,000) | AID 720508;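 active = inhibition above the mean of compounds falling within the control limits plus 3 SD of them, cut at about 14% in these data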;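 also: 0% = plate median of compound wells and 100% = 10 µM Aha-Tn7 peptide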
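Test system: human clot-derived fibrin DD(E) complex / Quantity: 2 µM final DD(E) protein / Incubation: 10 min plus 3 h, room temperature / Measured by: fluorescence polarization / Benchmarks: high control of 10 µM Aha-Tn7 peptide / Replicates: singlicate testing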
HTRA1 inh: blocks human HTRA1 serine peptidase; Q92743; recombinant HTRA1, FP-rhodamine activity-based probe, fluorescence polarization; inhibition, % at 5.96 µM; actives 0.5% (n = 340,000); in the data active = inhibition above about 36%;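 also: 0% = enzyme with DMSO and 100% = wells lacking enzyme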
TDP2 absorb: blocks human TDP2 phosphodiesterase activity; actives 0.34% (n = 370,000); AID 720702; inhibition, % at 12.8 µM; recombinant TDP2, T5PNP hydrolysis, p-nitrophenol absorbance 415 nm;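 active = inhibition above the mean of all tested compounds plus 3 SD, set per campaign, cut at about 25% in these data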;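 also: 0% = DMSO with enzyme and 100% = buffer with substrate but no TDP2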
Target sequence (O95551 whole entry, looked up): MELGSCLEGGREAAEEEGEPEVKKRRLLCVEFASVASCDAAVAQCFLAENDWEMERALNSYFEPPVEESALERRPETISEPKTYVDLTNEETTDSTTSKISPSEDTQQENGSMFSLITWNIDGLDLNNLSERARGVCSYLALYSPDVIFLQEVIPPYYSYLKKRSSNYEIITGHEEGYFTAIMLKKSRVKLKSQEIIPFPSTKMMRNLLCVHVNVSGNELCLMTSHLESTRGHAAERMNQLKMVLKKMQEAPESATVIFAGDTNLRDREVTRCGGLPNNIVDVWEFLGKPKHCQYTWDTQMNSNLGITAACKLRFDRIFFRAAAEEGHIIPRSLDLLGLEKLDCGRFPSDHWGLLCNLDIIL
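Assay system: recombinant human TDP2 / Reagent: T5PNP substrate at 5 mM, a TopII-DNA adduct mimic / Measured by: epi absorbance from released p-nitrophenol / Evaluation: % inhibition relative to enzyme-containing and enzyme-free wells / Control set: enzyme-free and DMSO wells / Replicates: each compound tested once, singlicate / Schedule: enzyme reaction with compound for 2 h at 37 °C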
The depositor's hits bear a star; . = no result given.

structure,HTRA1 inh,LEDGF integ inh,UHRF1 MBD2 ctr,ABHD4 inh,PRMT1 inh,TDP2 absorb,DDE Tn7 FP inh,PG9 Ab binder,TCR-CD3 inh,SIAE primary
Cc1ccc(S(=O)(=O)N(C)C)cc1NC(=O)COC(=O)/C=C/c1ccc2ccccc2n1,-2,3,-3,-4,-2,4,-9,-1.3,-1,3
CC(=O)NC(CCS(C)(=O)=O)C(=O)N1CCc2ccccc21 (stereo not given),4,-3,-1,0,0,6,-2,1.4,-2,1
O=C(O)c1ccc2c(=O)n3c(nc2c1)/C(=C/c1ccccc1Br)CC3,3,-7,-1,5,2,-6,3,-1.4,1,-3
O=C(CNC(=S)N(Cc1ccc(F)cc1)C1CCCCC1)NC1CC1,0,-2,1,-5,-2,-13,7,-0.6,6,-5
CC(C)(C)c1ccc(C(=O)NCCC(=O)NNC(=O)COc2ccc(F)cc2)cc1,-13,0,1,3,-3,-8,1,-0.8,4,-25
CC1CN(Cc2ccccc2)c2nc3c(c(=O)n(CC(=O)O)c(=O)n3C)n2C1 (stereo not given),2,-4,-3,-5,0,-6,1,-5.0,4,4
CN(C)S(=O)(=O)N1CCN(C(=O)N2CCCCCC2)CC1,6,4,7,1,1,7,-3,0.0,-2,0
CCc1cc2c(SCC(=O)Nc3ccc(NC(C)=O)cc3)ncnc2s1,-4,4,-3,3,0,-8,-7,1.4,8,-4
NC(=O)CC(NC(=O)Cc1cccc2ccccc12)c1ccc(NCCOc2ccccc2)c([N+](=O)[O-])c1 (stereo not given),-5,1,-1,-11,0,0,-4,-1.9,-5,-26
CCCNc1nc2c(c(=O)n(C)c(=O)n2C)n1Cc1cccc(C)c1,-5,-6,-1,-15,2,4,-2,-2.2,2,7
Cc1cccc(OCc2nnc(SCC(=O)N(C)C3CCCCC3)o2)c1,-11,3,3,5,-6,6,8,1.1,4,-2
COc1ccc(/C=N/NC(=O)Cc2ccc(Cl)cc2)cc1OC,-2,0,2,0,-2,-2,4,-0.3,1,5
COc1ccc(N2C(=O)C3CCCN3C2c2ccccc2)cc1 (stereo not given),9,-1,-2,1,-4,-1,-9,-0.6,0,-1
COc1ccc(OC)c(NC(=O)C(C#N)=Cc2ccco2)c1,-2,-1,2,4,-3,-2,6,-0.4,-1,-2
O=C(Nc1ccccn1)c1ccc2c(c1)OCO2,3,-9,-4,0,2,8,1,1.6,-7,-3
O=C(CCCCn1c(=O)c2ccccc2n(Cc2ccccc2)c1=O)NC1CCN(Cc2ccccc2)CC1,-4,-4,27*,1,6,5,2,0.9,3,-3
CN1CCN(C(CNS(=O)(=O)c2ccc(Cl)cc2)c2cccnc2)CC1 (stereo not given),21,-3,-3,1,-2,1,8,-1.3,3,5
COc1ccc2cc(C(=O)NCC(=O)O)sc(=O)c2c1OC,8,2,-5,0,1,2,11,-1.0,-4,-1
C=CCOc1ccc(/C(O)=C2/C(=O)C(=O)N(CCN3CCOCC3)C2c2ccc(C)cc2)cc1 (stereo not given),-2,-1,1,-1,3,-4,-5,-0.3,-2,-4
COc1ccc(N2CCN(C(CNC(=O)c3cccc(Cl)c3)c3cccnc3)CC2)cc1 (stereo not given),-1,1,-2,-3,0,7,-3,0.7,-3,2
COc1cccc2c(=O)n(CC(=O)NC3CCCCC3)ccc12,-3,0,0,7,3,1,-1,-0.8,5,-2
CCCC(C)C(=O)Nc1cccc(NC(C)=O)c1 (stereo not given),6,-2,6,0,-3,-16,-3,0.8,-8,1
Cc1cnn(C(=O)Cn2nc(C(F)F)c(Br)c2C)c1,6,0,0,1,0,6,-1,0.5,-1,1
COc1cccc(-c2nc(CCl)cs2)c1,-1,-2,-6,-1,0,9,-2,0.9,5,8
COc1ccc(C2CCCN2C(=S)Nc2ccc(C)c(C)c2)cc1OC (stereo not given),-12,-2,-3,-4,-3,19,11,-0.4,-1,2

Following part:
structure,HTRA1 inh,LEDGF integ inh,UHRF1 MBD2 ctr,ABHD4 inh,PRMT1 inh,TDP2 absorb,DDE Tn7 FP inh,PG9 Ab binder,TCR-CD3 inh,SIAE primary
O=C(Nc1c(C(=O)N2CCOCC2)cnn1-c1ccccc1)c1ccc(F)cc1,4,-1,8,-9,9,-4,-4,-0.2,-5,-2
COc1ccccc1C(=O)NCCC(=O)N1CCN(S(=O)(=O)c2cccc(Cl)c2)CC1,3,-1,0,2,0,1,0,0.1,4,-8
CCC(=O)c1ccc(OCC(=O)OCC(=O)NCC2CCCCC2)cc1,-3,5,2,-8,-3,-17,-1,-3.0,2,-18
Cc1c(C(=O)C(=O)N2CC=C(c3ccccc3)CC2)c2ccccc2n1C,-12,1,3,-5,-1,6,-2,-2.4,2,4
Cc1ccccc1OCC(=O)OCC(=O)NCc1ccc2c(c1)OCO2,-1,2,-1,-1,-2,5,-7,-2.7,9,-4
CCCCCn1c(=S)[nH]c2ncccc2c1=O,1,2,1,6,-1,-4,1,-0.1,-5,-3
COc1ccccc1OCCNC(=O)CNC(=O)c1ccc(Cl)c(Cl)c1,-2,-4,2,-6,1,2,1,-0.5,1,4
C/C(=N\Nc1ccc([N+](=O)[O-])cc1[N+](=O)[O-])c1cccnc1,-9,1,2,4,4,4,7,-2.0,2,-5
Cc1ccc(OCC(=O)Nc2cc(C(=O)O)cc(C(=O)O)c2)cc1C,12,2,0,3,16,-3,1,-1.1,4,0
COc1ccc(C(=O)Nc2nc3c(s2)CCCC3)cc1S(=O)(=O)N1CCCc2ccccc21,-43,-7,4,-17,3,-9,3,0.2,10,-21
CCOC(=O)[C@H]1[C@H]2COc3ccc(OC)cc3[C@@H]2N2C(=O)c3cc(F)c(F)cc3NC(=O)[C@@]12C,-8,-1,2,-13,0,5,8,-1.2,2,3
O=C(NCc1ccccn1)Nc1ccc(Cl)cc1,1,0,0,-3,2,2,6,-0.4,4,0
O=Cc1c(NCc2ccc(F)cc2)c2ccccc2[nH]c1=O,-1,2,-2,3,-1,1,-2,0.9,3,-4
COc1cc(/C=C/c2nc3ccccc3c(=O)[nH]2)cc(Cl)c1O,2,9,-2,5,-4,-1,2,-3.8,2,6
N/C(=N\OC(=O)C(c1ccccc1)c1ccccc1)c1ccncc1,-19,0,3,-5,1,-3,-10,0.7,2,-1
CC(C)N(C)c1ncnc2c1ncn2[C@H]1CN(C2CCCC2)C[C@@H](CO)O1,.,-3,0,-1,2,-13,-4,0.3,6,-2
Cc1onc(-c2c(Cl)cccc2Cl)c1C(N)=S,7,2,-2,-1,1,3,-8,0.1,7,2
O=C(NCc1ccc(Cl)cc1)c1cc(=O)nc2sc(-c3ccccc3)nn12,0,0,-4,-6,-4,6,0,-2.2,-1,4
Cc1ccc(CNC(=O)C2CC(c3ccccc3C(F)(F)F)=NO2)o1 (stereo not given),-5,2,-1,4,8,-1,1,0.6,-2,2
CCN1C(=O)N(C)C2(c3ccccc3)N(C)C(=O)N(C)C12c1ccccc1 (stereo not given),5,0,-1,7,-5,6,1,2.2,-13,7
CCCCn1c(N)c(N(CCC(C)C)C(=O)c2ccccc2C)c(=O)[nH]c1=O,6,-1,4,-4,5,-1,4,-0.3,-9,-2
O=C(OCC(=O)N1CCN(c2ccccc2)CC1)c1cnc(Cl)c(Cl)c1,.,4,1,-4,-3,2,-6,-2.1,5,4
COc1ccccc1NC(=O)COc1ccc(Br)cc1CO,-7,-6,3,1,1,5,-4,0.0,0,0
Nc1nonc1C(=O)N/N=C/c1ccc(-c2ccc(Cl)c(C(=O)O)c2)o1,0,6,6,10,0,-5,4,-3.5,17,-4
O=C(Nc1ccc(OC(F)(F)F)cc1)c1ccc(-n2cncn2)nc1,0,0,-1,9,-3,-11,-6,-2.5,1,-2

(listing goes on)
structure,HTRA1 inh,LEDGF integ inh,UHRF1 MBD2 ctr,ABHD4 inh,PRMT1 inh,TDP2 absorb,DDE Tn7 FP inh,PG9 Ab binder,TCR-CD3 inh,SIAE primary
COc1cccc(OC)c1CNC(=O)CCSCc1ccccc1F,-2,0,-1,3,-1,12,-1,-0.1,4,9
CCOc1ccc(-n2c(=S)sc3c(=O)[nH]c(SCC(=O)NCc4ccco4)nc32)cc1,-3,0,-2,7,6,6,-10,-3.0,1,10
O=C1OCCN/C1=C\C(=O)c1ccc(Cl)cc1,.,0,2,-2,-3,-5,2,-0.9,3,-1
CC(C)NC(=S)N1CCn2c(nc3ccccc32)C1,0,3,-5,-1,-2,8,6,1.3,2,-1
O=C(Nc1ccc2oc(-c3cccnc3)nc2c1)c1cccnc1,0,-1,-4,3,-2,9,-2,-1.5,0,2
CC(=O)c1ccccc1NC(=O)COC(=O)/C=C/c1ccc(OC(F)F)cc1,-2,-1,0,1,-1,-11,6,1.0,9,-2
O=C(O)c1cc(-c2ccc(Cl)c(Cl)c2)n(-c2ccc(F)cc2)n1,-5,1,-3,5,0,6,-7,1.5,-7,15
COc1ccc(-n2c(CN3CCN(Cc4ccccc4)CC3)nc3ccc([N+](=O)[O-])cc3c2=O)c(OC)c1,-3,-2,1,-15,13,-12,8,0.3,-6,2
Cn1c(-c2ccc(Cl)cc2)ccc(C#N)c1=O,4,-3,-2,0,-1,5,8,2.6,1,0
CCN(CC)C(=O)CSc1nsc(SCC(=O)N(CC)CC)c1C#N,0,0,0,-10,1,-8,-2,-2.2,0,-4
COc1cccc(OC)c1C(=O)NC(=S)Nc1ccc2oc(=O)ccc2c1,-6,0,-2,7,-1,-7,-3,-2.5,1,9
CC(NCc1ccccc1O)C12CC3CC(CC(C3)C1)C2 (stereo not given),-1,-5,2,3,3,1,8,0.9,-3,-9
Cc1ccc(SCCNC(=O)/C=C/c2cccc([N+](=O)[O-])c2)cc1,-11,1,-2,0,-1,6,-4,-0.8,6,-7
CC1CN(C(=O)c2ccc([N+](=O)[O-])s2)CC(C)O1 (stereo not given),4,-5,0,3,1,2,7,0.2,3,7
COc1ccc(N2C(=O)CC(N(C)CCc3ccc(OC)c(OC)c3)C2=O)cc1 (stereo not given),1,7,-1,0,48*,-6,-4,0.5,9,-1
CCC(C)CN1C(=O)CSCC1(C)C(=O)Nc1c(C)cccc1C (stereo not given),.,3,-4,4,-2,1,3,0.1,6,8

By substructure, those above with a CF3 group
structure,HTRA1 inh,LEDGF integ inh,UHRF1 MBD2 ctr,ABHD4 inh,PRMT1 inh,TDP2 absorb,DDE Tn7 FP inh,PG9 Ab binder,TCR-CD3 inh,SIAE primary
Cc1ccc(CNC(=O)C2CC(c3ccccc3C(F)(F)F)=NO2)o1 (stereo not given),-5,2,-1,4,8,-1,1,0.6,-2,2
O=C(Nc1ccc(OC(F)(F)F)cc1)c1ccc(-n2cncn2)nc1,0,0,-1,9,-3,-11,-6,-2.5,1,-2

Hits appear at their usual frequency. About 4.2% of those tested had a hit in this group.
